BoNT-A LC inh2 – BoNT/A light chain protease inhibitors, primary screen, biochemical, flow cytometry, MLPCN library. Botulinum neurotoxin type A light chain protease (Clostridium botulinum A str. ATCC 3502). multiplex microsphere protease substrate cleavage. inhibition, % at 10 µM. 0.17% of 360,000 active. AID 588499, 2011; also: plate controls were buffer without enzyme for full effect and enzyme alone for no effect
CCHF vOTU inh – CCHFV vOTU protease inhibitors, primary screen, biochemical, Pep-AMC substrate, fluorescence. Crimean-Congo hemorrhagic fever virus L polyprotein viral ovarian tumor (vOTU) protease …. inhibition, % at 11.5 µM. 0.55% of 370,000 active. AID 651958, 2012; in the data active = inhibition above about 30%; also: 0% = vehicle wells with enzyme and 100% = no enzyme wells
BoNT-F LC inh – BoNT/F light chain protease inhibitors, primary screen, biochemical, flow cytometry, MLPCN library; Botulinum neurotoxin type F light chain protease (Clostridium botulinum); Multiplex microsphere protease cleavage assay; inhibition, % at 10 µM; 0.22% of 360,000 active; AID 588497, 2011; in the data active = inhibition above about 35%, passing the limit was not always enough; inconclusive = no clear call, values can overlap the other calls; also: plate controls were buffer without enzyme for full effect and enzyme alone for no effect
PrPC surface inh – inhibitors of human cell surface prion protein PrPC, primary screen, cell-based, TR-FRET. TR-FRET read-out. inhibition, % at 13.8 µM. 0.43% of 370,000 active; in the data active = inhibition above about 24%; also: 0% = median of the test wells and 100% = reference compound wells
Y pestis TopoI – Yersinia pestis topoisomerase I inhibitors, primary screen, biochemical, cleavage product accumulation, plate reader, single point | Y. pestis Topo-I cleavage product accumulation | activity, % at 10 µM | 0.064% of 360,000 active | AID 504884, 2011; in the data active = activity above about 50%, passing the limit was not always enough; inconclusive = no clear call, values can overlap the other calls; also: inactives centre near 2
PfHsp40 yeast – rescue of yeast from PfHsp40 toxicity, primary screen, S. cerevisiae, ATP luminescence; growth rescue, % at 12.5 µM; 0.68% of 340,000 active; AID 504582, 2011; S. cerevisiae expressing PfHsp40, growth rescue; in the data active = growth rescue above about 28%, passing the limit was not always enough; inconclusive = no clear call, values can overlap the other calls;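 also: yeast W303a lacking pdr1 and pdr3 grown in galactose medium; growth measured after three days at 30 °C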
TcdB inh – TcdB glycohydrolase inhibitors, primary screen, biochemical, single point, plate reader; Toxin B (Clostridioides difficile), P18177; TcdB glycohydrolase enzymatic assay; inhibition, % at 9.99 µM; 0.24% of 350,000 active; in the data active = inhibition above about 10%
Target sequence (P18177 whole entry, looked up): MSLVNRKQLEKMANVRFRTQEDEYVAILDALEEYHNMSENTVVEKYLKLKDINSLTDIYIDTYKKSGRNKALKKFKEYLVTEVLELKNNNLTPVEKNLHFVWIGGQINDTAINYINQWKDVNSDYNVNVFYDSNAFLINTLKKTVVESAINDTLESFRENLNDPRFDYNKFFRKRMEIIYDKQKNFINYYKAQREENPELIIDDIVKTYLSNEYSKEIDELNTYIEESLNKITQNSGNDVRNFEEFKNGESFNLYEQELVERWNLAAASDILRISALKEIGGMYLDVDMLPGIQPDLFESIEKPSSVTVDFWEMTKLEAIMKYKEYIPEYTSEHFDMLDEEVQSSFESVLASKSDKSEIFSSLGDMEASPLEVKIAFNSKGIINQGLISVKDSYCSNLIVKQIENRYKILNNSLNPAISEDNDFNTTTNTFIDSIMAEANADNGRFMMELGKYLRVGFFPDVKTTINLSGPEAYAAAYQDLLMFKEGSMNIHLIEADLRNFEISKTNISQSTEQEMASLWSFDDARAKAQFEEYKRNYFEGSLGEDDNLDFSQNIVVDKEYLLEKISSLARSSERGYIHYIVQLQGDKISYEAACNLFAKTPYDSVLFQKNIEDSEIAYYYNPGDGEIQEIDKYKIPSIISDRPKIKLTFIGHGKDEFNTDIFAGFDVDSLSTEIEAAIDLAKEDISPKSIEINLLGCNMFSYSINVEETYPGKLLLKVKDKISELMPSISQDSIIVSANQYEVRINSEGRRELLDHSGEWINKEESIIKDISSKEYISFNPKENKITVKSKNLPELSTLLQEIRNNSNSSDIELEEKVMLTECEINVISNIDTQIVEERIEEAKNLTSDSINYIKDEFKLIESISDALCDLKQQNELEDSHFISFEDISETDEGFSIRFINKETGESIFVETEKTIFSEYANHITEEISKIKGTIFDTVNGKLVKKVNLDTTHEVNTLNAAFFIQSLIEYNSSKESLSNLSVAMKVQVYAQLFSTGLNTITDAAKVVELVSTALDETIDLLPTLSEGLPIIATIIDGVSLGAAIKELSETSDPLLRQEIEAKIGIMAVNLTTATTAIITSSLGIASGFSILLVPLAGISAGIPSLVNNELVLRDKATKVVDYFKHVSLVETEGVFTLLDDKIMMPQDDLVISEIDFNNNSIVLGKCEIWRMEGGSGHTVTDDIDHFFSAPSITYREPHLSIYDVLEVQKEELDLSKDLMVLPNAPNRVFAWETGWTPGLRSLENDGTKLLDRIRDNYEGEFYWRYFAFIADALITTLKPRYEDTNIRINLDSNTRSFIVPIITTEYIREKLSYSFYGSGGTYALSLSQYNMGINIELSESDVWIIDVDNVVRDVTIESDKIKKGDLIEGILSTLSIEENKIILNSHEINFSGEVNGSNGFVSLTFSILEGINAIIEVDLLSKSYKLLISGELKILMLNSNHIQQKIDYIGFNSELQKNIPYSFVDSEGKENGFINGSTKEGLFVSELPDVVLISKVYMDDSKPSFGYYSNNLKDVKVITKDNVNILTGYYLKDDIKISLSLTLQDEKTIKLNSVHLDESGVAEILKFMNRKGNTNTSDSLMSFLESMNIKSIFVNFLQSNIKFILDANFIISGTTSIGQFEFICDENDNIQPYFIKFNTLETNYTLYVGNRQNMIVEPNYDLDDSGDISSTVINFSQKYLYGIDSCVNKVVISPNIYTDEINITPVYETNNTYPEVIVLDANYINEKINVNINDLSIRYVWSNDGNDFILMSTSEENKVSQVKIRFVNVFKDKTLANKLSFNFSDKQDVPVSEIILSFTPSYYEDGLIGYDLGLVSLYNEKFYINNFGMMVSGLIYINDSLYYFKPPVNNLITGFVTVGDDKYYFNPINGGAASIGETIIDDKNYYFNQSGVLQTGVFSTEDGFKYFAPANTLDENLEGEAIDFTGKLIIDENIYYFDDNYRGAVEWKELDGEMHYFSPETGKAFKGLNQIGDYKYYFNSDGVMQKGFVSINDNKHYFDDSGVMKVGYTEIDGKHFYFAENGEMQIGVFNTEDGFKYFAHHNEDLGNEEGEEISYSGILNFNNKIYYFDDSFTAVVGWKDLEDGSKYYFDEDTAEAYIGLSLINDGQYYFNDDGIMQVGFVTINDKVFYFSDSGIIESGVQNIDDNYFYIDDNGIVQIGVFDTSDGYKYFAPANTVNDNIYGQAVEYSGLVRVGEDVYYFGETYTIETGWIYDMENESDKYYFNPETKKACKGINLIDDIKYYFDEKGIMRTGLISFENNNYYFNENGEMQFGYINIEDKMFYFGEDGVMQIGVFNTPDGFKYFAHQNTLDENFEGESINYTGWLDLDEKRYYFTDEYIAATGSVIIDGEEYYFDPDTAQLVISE
Anthrax LF inh2 – Bacillus anthracis LF protease inhibitors, primary screen, biochemical, multiplex microsphere, MLPCN library; multiplex microsphere protease cleavage assay; inhibition, % at 10 µM; 0.12% of 360,000 active; Lethal factor (Bacillus anthracis), P15917; also: plate controls were buffer without enzyme for full effect and enzyme alone for no effect
FadD28 binding – inhibitors of FadD28 bisubstrate probe binding, primary screen, biochemical, fluorescence polarization, single point | 0.22% of 360,000 active | AID 588549, 2011 | inhibition, % at 12.5 µM; in the data active = inhibition above about 8.5%, passing the limit was not always enough; inconclusive = no clear call, values can overlap the other calls
* marks the source's active call; other numbers are inactive results; ? = inconclusive; / = no result given; & = joins results of further samples. Rule as the data show it, unless noted: active = inhibition above about 30%; inconclusive = no clear call, values can overlap the other calls; inactive = below that.

Molecule	BoNT-A LC inh2	CCHF vOTU inh	BoNT-F LC inh	PrPC surface inh	Y pestis TopoI	PfHsp40 yeast	TcdB inh	Anthrax LF inh2	FadD28 binding
CCOC(=O)C1CCCN(C(=O)COc2ccc(C(C)(C)C)cc2)CC1 (configuration not stated)	0.0	6	-3	-1	24	/	-3.1	-5	-0.7
COc1ccc(NC(=O)CCN2C(=O)C3CC=CCC3C2=O)cc1S(=O)(=O)N1CCCCC1 (configuration not stated)	3.7	3	4	1	1	1.5	0.6	4	-1.5
CCc1c(C)c(C#N)c2nc3ccccc3n2c1NCCCN(C)C	-0.1	7	-3	-12	-10	/	0.3	3	-3.2
CCOC(=O)Cn1nnnc1CN(Cc1ccc(OC)cc1)Cc1cc2cc(CC)ccc2[nH]c1=O	-0.4	25	-7	1	3	1.1	1.4	-2	-4.3
Cc1ccc(NC(=O)CSc2n[nH]c(C)c2[N+](=O)[O-])cc1C	-0.5	12	-7	-3	-7	-1.3	4.1	-1	1.1
O=C(/C=C/c1ccccc1)NC(=O)c1ccccc1O	-0.3	23	-6	-3	-5	0.1	2.2	-1	-3.4
CN1CCCC(OC(=O)c2cc(Cl)cc(Cl)c2)C1 (configuration not stated)	-1.3	2	-1	0	1	-2.6	0.5	-4	-1.2
CCOc1ccc(C(=O)NCc2cccs2)cc1	-0.3	-1	7	6	7	-0.1	/	-4	-0.2

In the list so far, two contain an NH in an aromatic ring:
Molecule	BoNT-A LC inh2	CCHF vOTU inh	BoNT-F LC inh	PrPC surface inh	Y pestis TopoI	PfHsp40 yeast	TcdB inh	Anthrax LF inh2	FadD28 binding
CCOC(=O)Cn1nnnc1CN(Cc1ccc(OC)cc1)Cc1cc2cc(CC)ccc2[nH]c1=O	-0.4	25	-7	1	3	1.1	1.4	-2	-4.3
Cc1ccc(NC(=O)CSc2n[nH]c(C)c2[N+](=O)[O-])cc1C	-0.5	12	-7	-3	-7	-1.3	4.1	-1	1.1

Next compounds
Molecule	BoNT-A LC inh2	CCHF vOTU inh	BoNT-F LC inh	PrPC surface inh	Y pestis TopoI	PfHsp40 yeast	TcdB inh	Anthrax LF inh2	FadD28 binding
COCCNc1nnc(SCC(=O)c2ccc3c(c2)OCO3)s1	1.6	-6	1	2	8	-0.5	/	0	-0.1
Cc1cc(C)nc(N/C(=N\S(=O)(=O)Cc2ccccc2)Nc2ccccc2Br)n1	0.8	-13	-2	1	25	1.6	/	-1	-1.1
CN(C)C(CNC(C(=O)Nc1ccc(F)cc1)c1ccccc1)c1ccccc1 (configuration not stated)	2.0	-4	-27	-3	-3	0.7	0.4	-7	-0.4
CC(=O)Nc1ccc(S(=O)(=O)n2cnc3ccccc32)cc1	0.5	-7	-3	2	-2	-0.1	/	4	-1.0
CC1(C)O[C@@H]2[C@H](O1)[C@@H](COS(=O)(=O)O)O[C@H]2n1c(=S)[nH]c2c(=O)[nH]c(N)nc21	0.6	14	-1	-1	0	-0.8	12*	2	1.4
Nc1ccc(C(=O)N/N=C/c2cn(Cc3ccc(F)cc3)c3ccccc23)cc1	0.0	26	-3	14	-8	0.1	-1.9	0	5.7
Cc1cccc(NC(=O)CSc2nc(COc3ccccc3)nc3ccccc23)c1C	-1.0	8	-10	3	5	0.7	/	-3	0.6
CC(NC(=O)C1CCN(S(=O)(=O)c2cccc3nonc23)CC1)c1ccccc1 (configuration not stated)	-0.6	1	0	-16	1	-0.2	0.5	6	-3.6
COc1ccc(C(C)=O)cc1CSCc1cc(C(C)=O)ccc1OC	1.5	3	-11	3	1	2.9	1.0	8	-1.3
O=c1[nH]c(SCc2ccc(F)cc2)nc2c1cnn2-c1ccc(F)cc1	-0.2	-2	-4	1	7	-0.2	0.1	-5	-4.1
COc1ccc(OC)c(C=C2CCc3ccccc3C2=O)c1	-0.1	-7	-6	-4	/	/	0.6	1	-3.7
O=c1c(=O)n(O)c2ccccc2n1O	1.3	-7	9	1	3	-0.6	/	0	-3.0
CCCC(=O)C1=C(SCC)CC(C)(C)C(C(=O)OC)C1=O (configuration not stated)	-0.6	7	-6	4	7	-0.6	/	-3	-0.5
S=c1[nH]nc(C2CCCCC2)n1/N=C/c1ccccc1Cl	-2.4	-9	?	-3	16	1.5	1.4	0	-2.3
O=C(NCc1ccc(F)cc1)C1CCN(S(=O)(=O)N2CCCC2)CC1	-0.1	-7	-2	0	10	-0.1	1.6	-6	-1.0
C=CCn1c(SCC(=O)Nc2cc(C)on2)nc2sc(C)c(C)c2c1=O	0.3	5	10	-3	-4	-1.1	/	4	0.5
CCOC(=O)c1cc(-c2cccs2)nc2c1c(C)nn2-c1ccccn1	-0.3	-1	-10	-7	10	9.3	1.0	-7	-5.4
CCC(=O)N1CCC2(CC1)Oc1ccc(Cl)cc1C(=O)C21CC(c2cccnc2)=NO1 (configuration not stated)	-0.2	19	-5	2	17	0.2	-2.2	2	-0.8
CCCc1cc(=O)[nH]c(SCC(=O)N2CCN(S(=O)(=O)c3ccc(C)cc3)C2)n1	-0.1	9	6	-1	2	1.8	2.2	-10	-3.3
COc1ccc(S(=O)(=O)N2CCOC2CNC(=O)C(=O)NCCCN2CCOCC2)cc1C (configuration not stated)	-1.2	11	1	2	4	6.0	-0.1	0	-0.7
C#CCSc1nnnn1-c1cccc(Cl)c1	0.6	-8	18	0	-2	0.0	1.0	4	-3.6
O=S(=O)(c1ccc(-c2nnc(SCc3nnc(-c4ccccc4)o3)o2)cc1)N1CCCC1	-0.1	0	-12	5	-4	-0.4	/	3	-4.6
Cc1ccc(N2CC(C(=O)N/N=C/c3cccc([N+](=O)[O-])c3)CC2=O)cc1 (configuration not stated)	0.4	-4	25	-9	1	-0.4	/	-2	-1.1
O=C(O)C(Cc1ccc(O)cc1)N1C(=O)C2CCCCC2C1=O (configuration not stated)	0.1	-5	0	-2	5	-1.1	1.7	-1	-0.2
CCCc1cc(=O)[nH]c(SCC(=O)N2CCN(S(=O)(=O)c3ccccc3)CC2)n1	0.6	-1	5	1	-2	1.9	/	3	-1.3
COc1ccc(CCC(=O)Nc2ccc(Cn3ccnc3)cc2)cc1	2.2	0	?	-2	4	1.2	-0.4	-2	2.0
Cc1n[nH]c(=S)n(NC(=O)/C=C/C(=O)Nn2c(=S)[nH]nc(C)c2=O)c1=O	-0.8	13	-2	3	-4	5.2	-1.3	-1	-6.4
O=C(COC(=O)C1(c2ccccc2F)CCCC1)NC1CCS(=O)(=O)C1 (configuration not stated)	0.6	-2	-4	-5	1	0.7	/	-2	-0.7
COc1ccc2oc(-c3ccc(C)c(NC(=O)c4ccc(N5CCOCC5)c([N+](=O)[O-])c4)c3)nc2c1	0.1	-4	7	-1	23	0.5	/	-6	0.0
CCOC(=O)c1cc(-c2ccccc2)n(CC(=O)Nc2cccc(OC)c2)c1C	0.6	-8	-2	13	3	0.1	0.3	1	-3.7
Cc1cccc(C)c1-n1nnnc1C(c1cccs1)N1CCC(n2c(=O)[nH]c3ccccc32)CC1 (configuration not stated)	-1.3	7	-10	9	/	/	0.4	-6	-5.1
O=C(CSc1ncc(-c2ccc(F)cc2)[nH]1)Nc1cccc(O)c1	-0.8	-8	-5	-3	-13	-0.2	/	-6	-4.1
Cc1ccccc1-c1nc(-c2ccc(NC(=O)c3ccc(Br)o3)cc2)no1	-0.4	3	2	1	4	1.6	/	2	0.4
Cc1cccc(NC(=O)c2cccc(C(F)(F)F)c2)c1	-1.5	18	-6	2	1	4.4	4.3	-1	-1.8
C[C@@H]1CN([C@@H](C)CO)C(=O)c2cc(Br)cnc2O[C@@H]1CN(C)C(=O)Nc1ccc(F)cc1	-0.1	27	11	5	1	/	0.8&2.0&1.1	0	-0.7
CCOC(=O)c1c(-c2ccccc2)c[nH]c1C	0.6	9	6	-6	-10	-2.8	1.6	3	-2.2
COc1ccc(-n2c(Cc3cccn3C)nnc2SCC(=O)Nc2ccc(C(C)=O)cc2)cc1	-0.6	0	-2	-2	9	1.6	-0.1	-6	-0.1
CCOC(=O)C1(Cc2cccc(F)c2)CCN(Cc2ccon2)CC1	0.2	-6	0	6	-6	?	1.9	1	-2.8
COC(=O)c1ccc(C(=O)Nc2ccc(F)cc2)cc1	-0.5	-2	-5	5	2	2.3	-0.2	-3	-2.0
CC(=O)NCC1CCCN(Cc2cn(-c3ccccc3F)nc2-c2cc(C)sc2C)C1 (configuration not stated)	-0.8	-16	-6	-11	-4	0.3	-0.8	-6	-3.2
O=C(CSc1nc(O)c(C2CCCCC2)c(=O)[nH]1)NCC1CCCO1 (configuration not stated)	-1.2	-6	-5	-2	2	-2.5	/	-3	-0.7
O=C(Nc1ccon1)c1ccc(N2CCCCC2)c([N+](=O)[O-])c1	0.7	5	1	-8	-3	2.6	0.6	1	-2.1
NC(=O)C1CCN(C(=O)CCNS(=O)(=O)c2cc(Br)cnc2N)CC1	-1.8	-2	2	4	-3	-0.1	1.5	-2	0.9
Cc1cc(OCCCn2ccnc2)cc(C)c1Cl	-0.3	-5	-7	0	9	0.7	/	0	-2.8
C/C(=N\NC(=O)c1cc(-c2ccc(C)s2)nc2ccccc12)c1cccnc1	-0.1	-82	0	-5	15	0.2	1.1	-4	-7.3
CC(=O)c1cccc(NC(=O)NCc2ccco2)c1	-0.1	1	-6	1	2	-0.7	0.7	0	-2.1
C=CCSc1nnc(NC(=O)c2ccc(NC(C)=O)cc2)s1	0.8	10	-4	4	5	1.8	1.1	-9	-3.9
CC1(C)CC(=O)C/C(=N/NC(=O)COc2ccc3ccccc3c2Br)C1	-0.3	5	5	16	14	0.3	1.5	4	-3.4
Cc1nnn(C23CC4CC(CC(C4)C2)C3)n1	0.1	11	-4	4	-2	0.6	/	-2	-1.5
O=C(Cn1ncc2c([nH]c3ccccc32)c1=O)N1CCN(c2ccc(F)cc2)CC1	1.2	7	0	-8	6	-0.5	1.0	-2	-4.2
CCCC(=O)Nc1sc(Cc2ccccc2)c(C)c1C(N)=O	-0.4	-1	-10	-4	-3	3.5	-0.6	-4	-2.0
Cc1c(Cl)cccc1NC(=O)C1CC(=O)N(C2CCCC2)C1 (configuration not stated)	-0.2	11	-5	-1	5	2.5	1.9	-5	0.3
Cc1nn(Cc2nnc(SCC(=O)Nc3cccc(C(F)(F)F)c3)n2C)c(C)c1[N+](=O)[O-]	-0.2	-9	4	-1	-3	0.4	0.6	1	-4.7
CCOC(=O)CNC(=O)C12CC3CC(CC(C3)C1)C2	-0.3	9	-4	4	7	-0.8	-4.8	-1	-0.3
COc1ccc(CCN=c2c([N+](=O)[O-])nn(-c3cccc(C)c3)n2O)cc1OC	4.4	6	40*	-42	-7	3.3	0.1	-4	-1.9
CN(CC1CCCO1)S(=O)(=O)c1ccc(C(=O)Nc2ccc3c(c2)OCO3)cc1 (configuration not stated)	-0.1	4	-5	20	-5	0.9	-2.3	-4	-1.2
CCCN1CCN(CCCNC(=O)c2ccc3c(c2)NC(=O)c2ccccc2S3)CC1	-0.5	-10	-5	3	-11	-1.6	-0.2	-2	-2.6
N#CC1(c2ccccc2)CCN(C2CC(=O)N(c3cccc(F)c3)C2=O)CC1 (configuration not stated)	-0.5	-5	-1	-3	6	-0.6	1.1	7	0.6
COc1ccc(N(C)S(=O)(=O)c2cccc(C(=O)NC3CCCCC3C)c2)cc1 (configuration not stated)	0.1	1	-4	26*	25	2.0	-1.5	11	-1.6
